Compound activity (PubChem)
Rin1 Abl inh: inhibitors of human Rin1-Abl protein interaction; AID 588664; TR-FRET Rin1/Abl binding, biochemical; actives 0.4% (n = 360,000); P00519+Q13671; inhibition, % at 7.35 µM; in the data active = inhibition above about 5%, passing the limit was not always enough
FAS-TE inh: inhibitors of human fatty acid synthase thioesterase domain; P49327; recombinant FAS-TE, OMFH fluorogenic substrate, fluorescence endpoint; inhibition, % at 15 µM; actives 0.67% (n = 360,000);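 active = compounds whose normalised, plate-corrected inhibition of enzyme fluorescence in the single-dose primary screen is 50% or more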;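 also: 0% = DMSO with enzyme and 100% = substrate without enzyme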
MsrA act: activators of bovine methionine sulfoxide reductase A; purified bovine MsrA, absorbance read-out; activation, % at 10.6 µM; actives 0.3% (n = 360,000); in the data active = activation above about 7.5%;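 also: 0% = vehicle and 100% = reference activator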
MT1-MMP act inh: blocks activation of human MT1-MMP | P50281 | HT1080 RFP-PRO-GFP cells, GFP/RFP ratio fluorescence, overnight; percent of plate control window, DMSO zero | actives 0.061% (n = 360,000) | AID 651647 | GFP/RFP ratio change, % at 20 µM;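 active = GFP/RFP ratio change of at least 30% with cell ATP level not reduced by more than half and red fluorescence within 50% of control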; also: strong numbers were not always called active
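Test system: HT1080 cells expressing an RFP-PRO-GFP fluorescent reporter construct / Compound dosing: single-point 20 µM compound, 1% DMSO / Schedule: cells overnight before dosing, compound overnight, 37 °C, 5% CO2 / Evaluation: GFP/RFP fluorescence ratio / Control set: DMSO and RFP-L50D-GFP cell wells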
CSN inh: CSN deneddylation inhibition. Q92905. Purified CSN, SCF-Nedd8-OG deneddylation, fluorescence polarization. inhibition, % at 12.5 µM. actives 0.38% (n = 360,000). AID 651999;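 active = pattern-corrected inhibition above about 35%, with an unprinted fluorescence ratio check between 0.5 and 1.5, limit read from the data, passing the limit was not always enough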;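 also: 0% = enzyme with substrate and 100% = substrate without enzyme; some results filed as inactive read as strong as hits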
Target sequence (Q92905 whole entry, looked up, one chain of several): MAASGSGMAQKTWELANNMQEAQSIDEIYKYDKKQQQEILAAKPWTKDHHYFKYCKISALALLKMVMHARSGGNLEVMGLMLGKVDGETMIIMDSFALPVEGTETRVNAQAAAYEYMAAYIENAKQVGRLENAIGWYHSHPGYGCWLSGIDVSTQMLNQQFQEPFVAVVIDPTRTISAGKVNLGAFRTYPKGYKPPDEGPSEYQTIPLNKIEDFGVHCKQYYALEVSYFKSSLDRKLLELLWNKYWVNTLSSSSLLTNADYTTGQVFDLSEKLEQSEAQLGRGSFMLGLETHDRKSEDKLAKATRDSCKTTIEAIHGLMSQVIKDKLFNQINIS
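test system = HEK293T-derived human Csn5 enzyme | amount = 0.24 nM Csn5 enzyme, final concentration | medium = Tris/NaCl/DTT buffer, pH 7.5 | schedule = 90 min reaction at room temperature | signal = FP | evaluation = inhibition of Csn5 cleavage, % | compound dosing = single dose of 12.5 µM compound with 0.25% DMSO | probe or stimulus = 10 nM SCFSkp2-Nedd8OG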
MsrA inh: bovine MsrA inhibition; purified bovine MsrA, absorbance read-out; inhibition, % at 15.5 µM; actives 0.75% (n = 360,000); AID 651718; in the data active = inhibition above about 4.5%;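 also: 0% = vehicle wells with enzyme and 100% = reference inhibitor wells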
MLLE-PAM2 inh: blocks PAM2 peptide binding to the PABP1 MLLE domain | GST-MLLE / FITC-PAM2 fluorescence polarization | actives 0.36% (n = 360,000) | inhibition, % at 20 µM | AID 588489; in the data active = inhibition above about 35%, passing the limit was not always enough;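 also: plate controls were DMSO wells with GST-MLLE for no effect and wells lacking GST-MLLE protein for full effect; some results filed as inactive read as strong as hits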
Target sequence (P11940 whole entry, looked up, the tested form may be a part): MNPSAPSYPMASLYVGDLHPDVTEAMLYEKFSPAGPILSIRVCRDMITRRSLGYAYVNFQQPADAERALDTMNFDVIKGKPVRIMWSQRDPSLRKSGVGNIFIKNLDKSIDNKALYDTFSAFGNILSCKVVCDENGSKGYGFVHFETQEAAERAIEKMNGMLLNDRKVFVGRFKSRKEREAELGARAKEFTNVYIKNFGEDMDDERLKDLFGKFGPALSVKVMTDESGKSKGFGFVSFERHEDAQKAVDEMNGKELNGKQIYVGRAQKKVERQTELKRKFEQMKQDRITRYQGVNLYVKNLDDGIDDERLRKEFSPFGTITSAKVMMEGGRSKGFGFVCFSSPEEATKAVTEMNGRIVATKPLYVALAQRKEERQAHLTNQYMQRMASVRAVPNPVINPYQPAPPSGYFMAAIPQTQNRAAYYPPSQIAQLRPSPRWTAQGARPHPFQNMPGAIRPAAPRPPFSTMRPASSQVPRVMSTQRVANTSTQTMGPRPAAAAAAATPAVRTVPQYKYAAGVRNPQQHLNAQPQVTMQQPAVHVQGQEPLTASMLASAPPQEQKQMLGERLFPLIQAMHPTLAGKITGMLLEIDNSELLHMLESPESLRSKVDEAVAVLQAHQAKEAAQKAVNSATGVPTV
Rpn11 inh: inhibitors of human proteasome Rpn11. human 26S proteasome, Ub4-pepOG fluorescence polarization; 20S core pre-blocked with epoxomicin. O00487. actives 0.59% (n = 360,000). calls only at 20 µM;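 active = inhibition at 20 µM, scaled to each plate's controls, above about 33%, limit read from the data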
E coli Lon inh: inhibits E. coli Lon protease; purified E. coli Lon protease, fluorescence polarization; inhibition, % at 7.94 µM; actives 0.42% (n = 360,000); AID 602123; in the data active = inhibition above about 13%, passing the limit was not always enough;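 also: 0% = enzyme with probe and DMSO and 100% = no enzyme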
* marks the source's active call; other numbers are inactive results; i = inactive.

SMILES	Rin1 Abl inh	FAS-TE inh	MsrA act	MT1-MMP act inh	CSN inh	MsrA inh	MLLE-PAM2 inh	Rpn11 inh	E coli Lon inh
CCc1cccc2c(C(=O)CSc3nnc(-c4ccncc4)n3C)c[nH]c12	1.6	5.1	-3.1	-4.2	6.7	1.0	-77.5	i	-2.1
Cc1ccc(NS(=O)(=O)c2ccc3c(c2)NC(=O)CCS3)c(C)c1	0.1	1.3	-2.8	-2.8	7.0	-0.1	0.1	i	1.8
CC(C)CC1COC(=O)N1 (stereo not given)	3.6	-10.6	-2.4	0.1	-0.9	-0.7	-5.8	i	3.4
O=C(NCCc1nnc2ccc(NCC3CCCO3)nn12)c1ccccc1 (stereo not given)	-3.7	-1.2	-0.8	-0.8	1.9	-1.0	6.5	i	-5.1
COC(=O)C(Cc1cnc(Cl)s1)(C(=O)OC)c1ccc(C(F)(F)F)cc1[N+](=O)[O-]	2.6	22.1	0.6	-4.8	4.0	2.4	-9.4	i	-4.5
O=C(CSc1nc2[nH]c(=O)cc(O)c2s1)NCCc1ccccc1	-3.8	-5.0	-3.8	-4.2	-2.9	0.4	1.1	i	-11.5
Cc1c(N(C)S(=O)(=O)c2cc(C(=O)NCC3CCCO3)ccc2Cl)c(=O)n(-c2ccccc2)n1C (stereo not given)	-2.0	-6.5	-8.3	0.3	-1.1	-1.8	-7.3	i	3.5
O=[N+]([O-])c1cccc(-c2nc(-c3ccccn3)no2)c1	0.1	8.7	-8.9	-0.5	1.8	-0.3	0.8	i	5.9
O=C(CNC(=O)c1ccco1)NCc1nc2ccccc2[nH]1	-2.9	-3.5	-2.4	1.6	3.4	2.2	-9.5	i	-5.7
COc1c(O)cc2oc(-c3ccc(O)c(O)c3)cc(=O)c2c1O	6.0	-10.5	-7.0	16.5	24.0	2.4	16.1	i	-5.7
O=C(Nc1ccc(F)c(Cl)c1)C1CC(=O)N(Cc2ccccc2)C1 (stereo not given)	-0.6	9.2	-1.3	1.2	-3.0	-0.5	-1.8	i	-1.2
O=C(C(Cc1ccccc1)N1C(=O)c2ccccc2C1=O)N1CCc2ccccc21 (stereo not given)	2.3	19.4	-8.8	-6.0	-0.5	0.8	1.9	i	6.9
Cc1c(OCC(=O)NC(Cc2ccc(Cl)cc2)C(=O)O)ccc2c3c(c(=O)oc12)CCCC3 (stereo not given)	2.1	15.0	-1.7	6.8	-2.3	0.0	7.5	i	-1.2
COc1ccc(C=NNC(=S)NN=Cc2ccc(OC)c(OC)c2)cc1OC	-3.2	-6.2	1.2	8.0	1.9	5.7*	11.5	i	3.1
COc1ccccc1C/C(N)=N/OC(=O)COc1ccccc1C	3.1	6.4	-7.7	6.1	-0.7	1.6	-2.4	i	4.0
Cc1cc(NC(=O)c2oc3ccccc3c2C)ccc1-n1cnnn1	-1.0	17.8	-13.3	5.8	6.5	-0.5	17.0	i	1.8
O=C(CNC1CCCCC1)Nc1cccc([N+](=O)[O-])c1	-1.1	11.8	-6.9	3.0	2.3	1.8	-7.7	i	4.2
COc1ccc(C(=O)Nc2c(N)nc(SCC(=O)N3CCCCCC3)[nH]c2=O)cc1OC	1.4	-5.4	-6.3	-1.7	2.5	0.9	14.6	i	-0.1
CCCC(=O)NC(Nc1cc(C(F)(F)F)ccc1Cl)C(Cl)(Cl)Cl (stereo not given)	1.2	24.4	-1.5	-1.9	7.3	0.0	-4.4	i	7.8
Oc1nc(-c2ccc(Cl)cc2)n2ccncc12	-8.1	-11.5	-4.3	1.3	-0.7	1.7	2.6	i	-0.2
COC(=O)c1c(NC(=O)C2CC=CCC2C(=O)O)sc(C)c1C (stereo not given)	1.0	-4.7	-3.6	-6.7	0.0	0.4	5.2	i	-5.5
CCOc1ccc(OCC(=O)OCC(=O)Nc2ccccc2C#N)cc1	-2.7	-4.8	-3.4	-1.0	2.7	-0.6	7.4	i	-9.7
CC(C)CCOCC(O)CCC(=O)NNC(=S)Nc1ccccc1 (stereo not given)	-1.4	-7.9	-4.1	3.6	1.7	-0.1	-2.4	i	5.6
O=C(Oc1ccccc1/C=C\C(=O)c1cc2ccccc2o1)c1cccc(F)c1	-0.6	20.3	-4.6	-8.2	16.6	1.1	-14.6	i	-0.5

Of the compounds above, these contain a COOH group.
SMILES	Rin1 Abl inh	FAS-TE inh	MsrA act	MT1-MMP act inh	CSN inh	MsrA inh	MLLE-PAM2 inh	Rpn11 inh	E coli Lon inh
Cc1c(OCC(=O)NC(Cc2ccc(Cl)cc2)C(=O)O)ccc2c3c(c(=O)oc12)CCCC3 (stereo not given)	2.1	15.0	-1.7	6.8	-2.3	0.0	7.5	i	-1.2
COC(=O)c1c(NC(=O)C2CC=CCC2C(=O)O)sc(C)c1C (stereo not given)	1.0	-4.7	-3.6	-6.7	0.0	0.4	5.2	i	-5.5

Entries of single compounds, quoted from the list. Order of values: Rin1 Abl inh | FAS-TE inh | MsrA act | MT1-MMP act inh | CSN inh | MsrA inh | MLLE-PAM2 inh | Rpn11 inh | E coli Lon inh
Entry for `COc1ccc(C(=O)Nc2c(N)nc(SCC(=O)N3CCCCCC3)[nH]c2=O)cc1OC` : 1.4 | -5.4 | -6.3 | -1.7 | 2.5 | 0.9 | 14.6 | i | -0.1
Entry for `COc1ccccc1C/C(N)=N/OC(=O)COc1ccccc1C` : 3.1 | 6.4 | -7.7 | 6.1 | -0.7 | 1.6 | -2.4 | i | 4.0

Next section:
SMILES	Rin1 Abl inh	FAS-TE inh	MsrA act	MT1-MMP act inh	CSN inh	MsrA inh	MLLE-PAM2 inh	Rpn11 inh	E coli Lon inh
CC(C)C(c1nnnn1Cc1ccccc1)N(Cc1ccco1)Cc1cccs1 (stereo not given)	1.0	20.5	0.6	-4.4	1.7	1.8	0.7	i	-1.3
CCOc1ccc(C(=O)NCC(=O)OCc2c(C)noc2C)cc1	1.3	-10.1	-2.0	-3.0	1.4	-0.4	-15.5	i	-5.0
COc1ccc(CNC(=O)c2cc3cc(OC)ccc3oc2=O)cc1	-1.3	2.7	-2.1	-3.5	0.0	0.8	-6.4	i	-13.6
CC(=O)Oc1cc2c(c3ccccc13)CCC2=O	-1.1	-0.5	-2.6	2.0	-2.2	-0.2	-3.1	i	-8.6
Cc1cc(C)c2c(c1)-c1c(ssc1=S)C(C)(C)N2C(=O)CSc1nncn1C	-6.8	-0.5	-1.6	-16.0	1.9	0.3	13.0	i	3.4
CCn1nc(C)c(CN2CCCC(CNS(=O)(=O)c3ccc(OC)cc3)C2)c1C (stereo not given)	0.6	-2.0	-2.1	-1.1	6.0	-0.2	-4.9	i	-5.3
C#CCOCCOCCOCCNc1nc(N2CCN(C(=O)Cn3cc(CCCCN)nn3)CC2)nc(N2CCN(C(=O)[C@H](CCCCN)n3cc(CCCC)nn3)CC2)n1	0.1	-3.1	-1.2	-3.1	1.9	-0.4	-2.7	i	-0.3
CC(C)C(NC(=O)c1ccc(Cl)cc1Cl)C(=O)N1CCC1 (stereo not given)	0.8	-5.2	-1.3	3.7	-13.0	-0.4	-10.0	i	4.0
CN(C)C1=NC[C@H](Cc2ccccc2)N1CC1CCCC1	3.3	-16.9	-4.7	2.0	-2.7	0.0	-10.9	i	-7.0
CCN=C1SC(C(=O)Nc2cccc(Cl)c2)CC(=O)N1CC (stereo not given)	-1.4	5.3	-1.9	2.1	-0.1	-0.6	-4.5	i	7.2
CCOC(=O)Cn1cnc2c(nnn2Cc2ccc(Cl)cc2)c1=O	-2.6	0.0	-8.8	-1.6	-5.4	-0.2	1.0	i	2.6
CC1(C(=O)Nc2cccc(C(F)(F)F)c2)Cc2c(-c3ccc4c(c3)OCO4)ccnc2O1 (stereo not given)	-1.9	23.1	-1.4	-4.5	-2.1	-0.3	0.2	i	-5.2
COc1cc([N+](=O)[O-])cc(/C=N/NC(=O)Cn2cncn2)c1O	-3.0	-4.1	-5.0	-12.4	2.9	3.5	1.4	i	-13.5
COC(=O)c1ccc(NC(=O)[C@H](C)NC(N)=O)cc1	2.1	-5.3	22.6*	3.6	-3.4	0.5	-24.7	i	-2.6
CCOC(=O)CSc1nnc(C2CCCCC2)n1C	6.8	-7.6	1.4	0.8	0.7	0.0	-9.1	i	-6.8
Nc1nc(-c2ccco2)cs1	6.4	-5.0	-0.1	3.9	-1.8	1.0	-5.0	i	-7.7
NNC(=O)c1cccc(O)c1	0.9	-7.7	-2.3	1.4	2.9	-0.1	1.4	i	-5.1
CCc1ccc(C(O)c2ncc(-c3cccc4ccccc34)[nH]2)cc1 (stereo not given)	0.0	15.3	-6.1	-1.2	4.5	-0.3	-11.5	i	1.7
CCc1ccc(NC(=O)Cc2ccc(NC3=NC4CS(=O)(=O)CC4S3)cc2)cc1 (stereo not given)	1.1	-5.5	-1.2	1.5	-1.2	0.6	-106.1	i	-2.6
CC(=O)Nc1ccc(CN2CCN(C3CCCC3)C(CCO)C2)cc1 (stereo not given)	1.6	-5.5	-4.9	-4.1	-0.1	-0.8	14.5	i	0.4
Cc1csc2nc3cc(C(N)=O)ccc3c(=O)n12	-1.5	-15.6	-1.5	2.7	-3.4	1.3	2.9	i	1.5
Cc1nnc(NC(=O)CSc2nccn2Cc2ccccc2)s1	4.0	-6.9	-7.0	2.4	4.1	0.3	10.5	i	1.8
CCOc1ccc(Cl)cc1CN1CCOCC1	2.4	0.0	-9.7	-0.6	2.2	-0.2	3.3	i	2.0
Cc1oc(-c2ccc(Cl)cc2)nc1CN1CCC(C(=O)NCCCN2CCCC2=O)CC1	-1.0	-10.5	-8.4	2.2	0.5	-0.8	-4.3	i	1.2
O=C(CCc1ccccc1)N/N=C/c1cccc([N+](=O)[O-])c1	-0.6	-1.6	-1.9	-2.9	-1.8	0.7	-5.4	i	7.0
S=C1NCCc2ccc(Cl)cc2C1c1ccccc1 (stereo not given)	-1.7	22.4	-2.8	8.6	5.2	-2.3	33.5	i	0.9
CCCNC(=O)COC(=O)c1ccccc1OCc1ccc(Cl)cc1	-3.4	16.9	0.9	-0.8	5.2	-0.3	2.6	i	-9.2
O=C(NC1CCCCC1)c1cccc2c1C(=O)c1ccc(N3CCC(Cc4ccccc4)CC3)cc1S2(=O)=O	-1.9	-55.6	2.1	-118.8	43.8	0.1	64.0	i	-378.9
CCC[C@@H]1C=C(C(=O)OCC)[C@H](c2ccccc2)N1S(=O)(=O)c1ccc(C)cc1	2.4	38.7	-6.9	-11.5	1.5	1.5	5.3	i	-5.7
Cc1ccc(/C(N)=N/OC(=O)Cc2cccs2)cc1	-5.3	7.0	-1.9	-3.5	0.2	-1.6	-17.6	i	13.8
CCOC(=O)Cc1csc(NC(=O)c2cnc3sc(C)cn3c2=O)n1	2.1	20.8	-6.5	4.0	4.2	1.4	-19.0	i	-6.3
O=C(NCC1CCCO1)C(Cc1ccccc1)N1C(=O)C2C3C=CC(C4CC34)C2C1=O (stereo not given)	0.1	-2.5	-3.6	0.2	4.2	-1.0	5.0	i	-7.8
CCN(CC)C(=O)C12C(=O)Oc3ccccc3C1C2(C)C(=O)c1ccc(F)cc1 (stereo not given)	-0.1	8.8	-1.5	-3.5	1.6	-0.6	-7.1	i	5.1
O=C(c1cc(N2C(=O)C3C4CCC(C4)C3C2=O)ccc1Cl)N1CCN(c2ccccc2)CC1 (stereo not given)	0.3	2.9	-3.6	-0.2	-2.3	-0.7	2.8	i	-3.8
COc1cc(/C=C2\NC(=S)NC2=O)ccc1OCc1cccc(C(=O)O)c1	0.8	-6.8	-8.4	10.4	-4.3	5.4*	16.4	i	1.9
c1ccc2c(COn3nnc4ccccc43)cccc2c1	-4.0	15.5	0.5	4.4	4.5	-0.9	-2.9	i	2.2
